# KDM5B inhibitor: blocks human KDM5B histone demethylase activity | Q9UGL1 | KDM5B demethylase, FDH-coupled NADH fluorescence (FDH is formaldehyde dehydrogenase) | Potency, µM (top dose mostly 57.7 µM), for inactives: top-dose activity change, negative = inhibition, hits mostly inhibitors | 2.6% of 220,000 active; active means well fitted inhibition curve with a large enough effect; inconclusive means small, poorly fitted or top-dose-only effect; inactive means no such curve, though single readings can be large or run the other way; further: 0% is about no effect; nearly all actives have a fitted effect of over 70% in size
#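 Measured: NADH fluorescence change, 30 min, RT. System: KDM5BΔAP 200 nM final, H3K4me3 peptide, α-KG, Fe(II), ascorbate, NAD⁺ plus FDH, pH 7.5 HEPES. Compounds: titrated, 10 min pre-incubation with enzyme.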
# Numbers without * were called inactive; ? = inconclusive; & = joins results of further samples; [ ] = dose if it differs, or a comment. Potency means the concentration at half of the fitted maximal effect. An excerpt (hit frequency here may not be typical).
SMILES,KDM5B inhibitor
Cc1ccccc1NC(=O)CSc1nc(-c2ccc(F)cc2)nc2c1Cc1ccccc1O2,5%
COCCn1ncc(N2CCCC(CC(=O)Nc3ccc(C)c(F)c3)C2)cc1=O (stereo unspecified),-14%
COc1ccc(OC)c(-c2cc(C(=O)Nc3c(C)nn(Cc4ccccc4Cl)c3C)no2)c1,?
COC(=O)Cc1c(C)c2ccc(OCc3cccc(Cl)c3)cc2oc1=O,?
CCOC(=O)c1cnc2ccc(OCC)cc2c1NCCc1ccc(OC)c(OC)c1,-19%
CC1Oc2ccc(NS(=O)(=O)c3cccc(Cl)c3)cc2CN(Cc2ccccc2F)C1=O (stereo unspecified),-23%
COc1cc(CNc2ccc3c(c2)ncn3C(C)C)cc(OC)c1OC,?
COc1ccc(NC(=O)C(=O)NCc2ccco2)c(OC)c1,-23%
CCN(CCC(F)(F)F)C(=O)Cc1c[nH]c2ccccc12,5%
CC1=NS(=O)(=O)c2cc(C(=O)Nc3ccc(C)cc3C)ccc2N1CC(C)C,11%
C[S+](=O)([O-])N1C[C@H](C(=O)N2CCN(c3ccccn3)CC2)C[C@@H]1c1ccc(F)cc1,?
CC(=O)N1Cc2ccccc2CC2(CCCN(CC3CCCCC3)C2)C1 (stereo unspecified),9%[115 µM]
COCCOCc1nc(C2CCCCN2C(=O)NCc2ccc(F)cc2)no1 (stereo unspecified),8%
COc1ccc(CN2CCC(N3Cc4cccn4C3=O)CC2)cc1,?
NC(N)=NC(N)=Nc1ccccc1,5%&20%
O=C(NCCCN1CCOCC1)c1cc(-c2ccc(Cl)s2)nc2ccccc12,?
CN(C)c1ccc(CNC(=O)c2ccccc2NC(=O)c2nsc3ccccc23)cc1,-4%
O=C(CN1CCOCC1)N1CC(F)(F)C[C@H]1c1nc(C2CC2)no1,-3%
CC(C)(C)OC(=O)N1CCC(c2nnc(SCc3ccccc3Cl)o2)CC1,-6%&-61%
COc1ccc(-c2nc3c([nH]2)CC(C)(C)CNC3=O)cc1OC,32µM*
O=C(COc1ccccc1)N1CCC(Oc2ncccc2C(=O)N2CCCCC2)C1 (stereo unspecified),21%
COc1cccc(-c2ocnc2C(=O)Nc2ccc(C(C)C)cc2)c1,-24%
Cc1ccc(S(=O)(=O)Nc2ncnc3sc(C)c(C)c23)cc1,15%
Cc1c(Cl)cccc1NC(=O)c1ccc(NC(=O)N2CCSc3ncccc32)cc1,?
CC(Cc1ccccn1)NC(=O)c1ccc(OC2CCN(CCc3ccccc3)CC2)cc1 (stereo unspecified),-18%
Cc1nc(-c2ccc(S(=O)(=O)Nc3ccc(Cl)c(C(F)(F)F)c3)cc2)co1,-28%
COc1ccccc1C(=O)N1CCC(Oc2ccc(C(N)=O)cn2)CC1,19%
COc1cccc(CN2Cc3c(CNc4cccc(C(F)(F)F)c4)nnn3CCC2=O)c1,-9%
N#Cc1nc(-c2cccs2)oc1NCCN1CCOCC1,?
CCC(=O)Nc1sc2c(c1C#N)CCC(C(C)(C)C)C2 (stereo unspecified),5%

# The last 2 compounds of the section before are carried over, then new ones follow:
SMILES,KDM5B inhibitor
N#Cc1nc(-c2cccs2)oc1NCCN1CCOCC1,?
CCC(=O)Nc1sc2c(c1C#N)CCC(C(C)(C)C)C2 (stereo unspecified),5%
Cc1ccccc1NC(=O)NCc1cccnc1,2%
COc1ccc(C(=O)N(C)C2CCc3ccccc32)cc1 (stereo unspecified),-11%[86.2 µM]
Cc1cc(=O)n(CC(=O)Nc2cccc(Cl)c2C)c(N2CCc3ccccc3C2)n1,-9%
COc1ccc(-c2cc(=O)oc3cc(OCC(=O)NCCN4CCOCC4)ccc23)cc1,6%
O[C@H]1CC[C@@H](Cc2cc(COc3ccccc3)on2)O[C@@H]1CNC1CCNCC1,-26%
O=c1oc2ccccc2c(NC2CCCCC2)c1NS(=O)(=O)c1ccc(Cl)cc1,?
Cc1ccc(NC(=O)C2CCCN2S(=O)(=O)c2ccc3c(c2)n(C)c(=O)c(=O)n3C)cc1 (stereo unspecified),-14%
COc1ccc2c(c1)-c1nc(NC(=O)c3cc(OC)c(OC)c(OC)c3)sc1CC2,?
Cc1ccc(CNC(=O)N2CCC(Cc3noc(C4CCOCC4)n3)C2)cc1 (stereo unspecified),26%
COc1cc(-c2onc(C)c2C(=O)NCCc2cccs2)cc(OC)c1OC,22µM*
COc1ccc(C(=O)Nc2cc(C)c(O)c(-c3nc4ccccc4s3)c2)cc1OC,-13%
CN1C[C@H](O)C[C@H]1c1nnc2n1CCN(C(=O)c1ccoc1)CC2,-21%
Oc1ccc(Cl)cc1C=NCc1ccccc1F,13%
COc1cccc(-c2cn3c(n2)N(C(=O)Cc2cccs2)CCC3)c1,?
COc1ccc(OCc2cc(C(=O)N3CCCC3)no2)c2ccccc12,?
O=C(CSc1nnnn1-c1ccccc1)Nc1ccc2c(c1)OCCO2,2%
Cc1ccc(Cl)cc1NCC(=O)N1CCN(S(C)(=O)=O)CC1,19%
COc1cc(CNCc2cnn(C)c2C)ccc1OCC(O)CN1CCSCC1 (stereo unspecified),-21%
COc1ccc(-c2ocnc2C(=O)NCc2ccc(OC)c(OC)c2)cc1,-24%
O=C(NCc1cccc(F)c1)c1cccc(OC2CCN(C(=O)C3CC3)CC2)c1,34%[activator]
Cc1oc(-c2ccccc2)nc1C(=O)OCC(=O)NCc1ccc(F)cc1,7%
Cn1nc(C(=O)N2CCCN(Cc3ccc(C(F)(F)F)cc3)CC2)c2ccccc2c1=O,3%
CCN(Cc1cccnc1)C(=O)c1cc(-c2cnn(CC)c2)nc2cc(C)ccc12,?
COc1ccc(CC(=O)NCCS(=O)(=O)N2CCN(c3ccc(F)cc3)CC2)cc1OC,3%
CCCN(CC1CCOC1)C(=O)NCCc1ccccc1 (stereo unspecified),-8%
Cc1nc([C@@H]2CN(C(=O)C(C)(C)C)C[C@H]2C(N)=O)n[nH]1,-6%
COC(=O)COc1ccc2c(c1)O/C(=C\C1=Cc3ccccc3OC1C)C2=O (stereo unspecified),?
CCNC(=O)NCCc1ncc(C)n1CC1CC1,9%
O=C(c1ccc2c(c1)OCCO2)N1CCC(Cn2cc(CCO)nn2)CC1,-17%
CCc1cccc2c(/C=C(/C#N)c3nc4cc(C)c(C)cc4[nH]3)c[nH]c12,15%
COc1ccc(Cl)cc1-c1ccc2c(c1)C(=O)N1CCN(C(=O)c3ccco3)C[C@H]1C(=O)N2,35µM*
Cc1[nH]c(C)c2c(=O)n(Cc3ccc(Cl)cc3)ncc12,-4%
CCC(=O)Oc1ccc2cc(-c3ccccc3)c(=O)oc2c1,?
COc1cc2c(cc1OC)C(c1ccccc1)N(C(=O)c1ccccc1F)CC2 (stereo unspecified),-10%
Cc1cc2nc3n(c(=O)c2n1CC(=O)Nc1ccc(F)c(F)c1)CCCCC3,14%
CCOCCOC1CCN(C(=O)c2ccc3c(c2)c2ccccc2n3CC)CC1,?
COc1ccc(-c2nc(-c3ccccc3)c(-c3ccccc3)[nH]2)cc1Br,?
COc1ccc2c(c1)c(=O)c(C(=O)c1ccccc1)cn2CC(=O)Nc1ccc2c(c1)OCCO2,-15%
N#C/C(=C\c1cn(CC(=O)NCc2ccco2)c2ccccc12)C(=O)NCc1ccco1,0%
Clc1ccccc1-c1nnc(SCc2nc(-c3ccccc3)no2)n1-c1ccccc1,-7%
CNC(=O)c1ccc(CN(C(=O)c2ccsc2)C2CC2)cc1,20%
O=S(=O)(c1ccccc1)c1nc(-c2ccccc2Cl)oc1N1CCCCCC1,?
Cc1noc(C)c1S(=O)(=O)N1CCC(c2noc(-c3ccncc3)n2)C1 (stereo unspecified),12%
COCCn1c(=O)n([C@H]2CCCN(C(=O)c3cnccn3)C2)c2ncccc21,-9%
C#CCNC(=O)c1onc(-c2ccc(Cl)cc2)c1[C@H](C)O,-24%[86.2 µM]
Cc1ccc(Cl)cc1NC(=O)CSc1ccc(C(=O)O)cn1,6%
COc1ccc(CCNc2nc3ccc(Cl)cc3n3cnnc23)cc1OC,-21%
O=C(c1ccc(F)c(F)c1)N1C[C@@H](CO)[C@H](c2ccncc2)C1,7%
CCCS(=O)(=O)NCc1nnnn1-c1ccc(OCC)cc1,9%
O=C(c1ccc(C(F)(F)F)cc1)N1CCC2(C1)C(=NC1CCCC1)NC(=O)N2c1cccnc1 (stereo unspecified),24%[115 µM]

# (list continues)
SMILES,KDM5B inhibitor
O=C(CCc1c[nH]c2ccccc12)NCCC12CC3CC(CC(C3)C1)C2,-5%
Cc1ccc(NC(=O)c2cnc(N3CCCCC3)c3ccccc23)c(C)c1,-14%
Cc1ccc2c(=O)cc(C(=O)Nc3nc4ccc(Cl)cc4s3)oc2c1C,-28%
Cc1cccc(OC(C)C(=O)Nc2cc(-c3ccccc3)no2)c1C (stereo unspecified),-21%
CCC(CC)C(=O)Nc1ccccc1C(C)CC (stereo unspecified),5%
Cc1sc2ncnc(N3CCOCC3)c2c1-c1ccccc1,10%
CC1CCN(C(CNCC(O)COc2ccccc2)c2cccs2)CC1 (stereo unspecified),4%
CCCn1c2ccccc2c2cnn(CC(=O)N3CCC(C(=O)OCC)CC3)c(=O)c21,?
COc1cc(S(=O)(=O)Nc2ccccc2OC)ccc1NC(C)=O,2%
Cc1ccc(N2C(=O)CCC2=O)c(C)c1,13%
Cc1ccc(-c2cc(C3CCN(C(=O)c4ccncc4)CC3)[nH]n2)cc1,17%
CN(CCC1CCOCC1)Cc1cn[nH]c1-c1ccc(-c2ccccc2)cc1,19%
CCC1=C(C(=O)OC)C(c2ccccc2Cl)N2C(CC(=O)NCc3ccco3)=CSC2=N1 (stereo unspecified),?
COC(=O)CCC(=O)N[C@H]1CO[C@H]2[C@@H]1OC[C@H]2OCc1ccccc1,-10%[86.2 µM]
O=C(NC[C@H]1Cn2ccnc2CO1)NC1CCCCC1,4%[115 µM]
COc1ccccc1Nc1nn2c(=O)c3ccc(C(=O)NC(C)c4ccccc4)cc3nc2s1 (stereo unspecified),226%[activator]
CC1CCC2(CC1)N=C(c1cccc(F)c1)C(=S)N2 (stereo unspecified),9%
OCC1CN(c2ccncn2)CC12CCN(Cc1cccc(F)c1F)CC2 (stereo unspecified),-8%
CC(=O)N1c2ccccc2CC1C(=O)N1CCN(c2cccc(Cl)c2)CC1 (stereo unspecified),0%
O=C(NCCOc1ccccc1)C1CN(c2ccc(F)cc2)C(=O)N1 (stereo unspecified),-8%[86.2 µM]

# 2 entries picked at random from those above:
SMILES,KDM5B inhibitor
COC(=O)COc1ccc2c(c1)O/C(=C\C1=Cc3ccccc3OC1C)C2=O (stereo unspecified),?
COc1ccc2c(c1)-c1nc(NC(=O)c3cc(OC)c(OC)c(OC)c3)sc1CC2,?

# (listing goes on)
SMILES,KDM5B inhibitor
O=C1CC(C(=O)Nc2cccc(Cl)c2)c2c(nc(N3CCCC3)[nH]c2=O)N1 (stereo unspecified),-25%
COc1ccc(NC(=O)N2CCN(c3ccc(Cl)cc3)CC2)cc1OC,9%
O=C(NCc1cccnc1)C(=O)c1cn(CC(=O)N2CCOCC2)c2ccccc12,-9%
CC(=O)N1CCC(N2CC3(C2)C(=O)N(Cc2ccccc2Cl)C(=O)[C@@H]2C[C@@H](O)CN23)CC1,2%
Cc1oc2ncn(CC(C)C)c(=O)c2c1C(=O)NCCCN1CCCCC1,-20%
CC(C)c1ccc(NC(=O)CN(C)S(=O)(=O)c2ccc3c(c2)c(=O)n(C)c(=O)n3C)cc1,-5%
COc1ccc(OC)c(CNC(=O)CCCn2ccc3cc(S(=O)(=O)N4CCCC4)ccc32)c1,?
CCOc1ccc(CN(C)C2CCOc3ccccc32)cc1 (stereo unspecified),-27%[86.2 µM]
O=C(Nc1ccc(F)cc1)OCc1cn(Cc2cccc(Cl)c2)nn1,20%
CCOc1ccc(CCNCc2c(C(=O)O)c(C)n(Cc3ccccc3F)c2C)cc1,-17%

# Some of these compounds in order of their number in KDM5B inhibitor, lowest first:
SMILES,KDM5B inhibitor
O=C1CC(C(=O)Nc2cccc(Cl)c2)c2c(nc(N3CCCC3)[nH]c2=O)N1 (stereo unspecified),-25%
Cc1oc2ncn(CC(C)C)c(=O)c2c1C(=O)NCCCN1CCCCC1,-20%
CCOc1ccc(CCNCc2c(C(=O)O)c(C)n(Cc3ccccc3F)c2C)cc1,-17%
O=C(NCc1cccnc1)C(=O)c1cn(CC(=O)N2CCOCC2)c2ccccc12,-9%
CC(C)c1ccc(NC(=O)CN(C)S(=O)(=O)c2ccc3c(c2)c(=O)n(C)c(=O)n3C)cc1,-5%
COc1ccc(NC(=O)N2CCN(c3ccc(Cl)cc3)CC2)cc1OC,9%
O=C(Nc1ccc(F)cc1)OCc1cn(Cc2cccc(Cl)c2)nn1,20%

# The list continues:
SMILES,KDM5B inhibitor
C=CCn1c(SCC(=O)NC2CC2)nnc1C1CC1,19%
O=C(c1ccc(F)cc1)N1CCCC(c2nn(-c3ccc(F)cc3)c(=O)[nH]2)C1 (stereo unspecified),-21%
Cc1cc(S(=O)(=O)N2CCCCC2)ccc1OCC(=O)Nc1ccccc1,-2%
Cn1c(Cn2cccn2)nnc1C1CC(NC(=O)c2ccc(F)cc2)C1 (stereo unspecified),1%
CCn1cnc2c1c(=O)n(CC(=O)N(C)Cc1cccs1)c(=O)n2Cc1ccccc1,-8%
O=C(O)c1ccc([N+](=O)[O-])c2c1C(=O)c1ccccc1C2=O,-14%
COc1ccc(-c2nc(SCc3cc(=O)c4cc(C)ccc4[nH]3)n[nH]2)cc1,?

# Source: PubChem (National Center for Advancing Translational Sciences (NCATS))
